# telomere uncapping – survival after telomere uncapping, modulators, primary screen, cell-based (AID 1259312); HCT116 + Ad-hTR-mut, survival, MTT, 5 d; active compounds read high; fold change at 10 µM; 4,500 tested, 4.5% active;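 active = cell survival measured by absorbance rises more than 2.5-fold over infected cells without compound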;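 also: virus expresses mutant telomerase RNA that uncaps telomeres and kills cells; compound added 2 days after infection so exposure lasts 3 days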
# * hit, by the source's call; i = inactive; + = active, no number.
SMILES,telomere uncapping
CSc1nc2c(cc1C#N)CCCCC2,-1.1
CN(Cc1n[nH]c(=S)n1-c1ccccc1)S(=O)(=O)c1ccccc1,-1.2
Cc1ncsc1C(=O)O,1.4
CS(=O)(=O)c1nc(N=Nc2ccc(O)cc2)n[nH]1,i
CCCCc1nn(-c2ccccc2)[n+](-c2ccccc2)n1,-1.2
CN1CCc2c(sc(N)c2C#N)C1,1.6
Nc1ncnc2nc(SCc3ccccc3Cl)[nH]c12,1.3
CSc1ccc(C(=O)CC2(O)C(=O)Nc3ccccc32)cc1 (stereo not given),1.1
O=c1cc(-c2ccccc2)oc2cc(O)cc(O)c12,-1.5
Cn1c(=O)oc2ccc(S(=O)(=O)Nc3ccc4c(c3)n(C)c(=O)n4C)cc21,-1.9
O=c1[nH]c(=O)n([C@H]2C[C@H](O)[C@@H](CO)O2)cc1Br,-1.3
COc1ccc(S(=O)(=O)N2CCN(C)CC2)cc1,-1.3
O=c1[nH]c(O)c(C=Nc2ccccc2Br)c(=O)[nH]1,i
C=C1CC23C[C@@]1(O)CCC2C12C=CC(O)C(C)(C(=O)O1)C2[C@@H]3C(=O)O (stereo not given in full),-1
COc1ccc(OC)c2c(C)cc(SCc3nnc(-c4ccc(C)cc4)o3)nc12,1
CCc1sc(C2C(C#N)=C(N)Oc3n[nH]c(C)c32)cc1Br (stereo not given),1.2
Cn1c(=O)c2c(nc(SCC(=O)NC(C)(C)C)n2C)n(C)c1=O,-1.5
c1ccc(-c2csc(N3CCN(C(c4ccccc4)c4ccccc4)CC3)n2)cc1,1.1
CCc1ccc(/C=C(/C#N)C(=O)OC(C)C)s1,-4.3
O=S(=O)(Cc1ccccc1)Nc1nc2ccccc2s1,-1
COP(=O)(OC)c1nc(-c2cccc3ccccc23)oc1NCc1ccccc1,-1.1
CCNC(=S)Nc1ccc(Br)cc1,-2.8
Cn1ncc(Cl)c1C(=O)O,-1.1
Cc1c(C(C)C)c(=O)n(-c2ccc(S(=O)(=O)NC3CC3)cc2)n1C,-2.3
CN(C)CCCN1C(=O)C(O)=C(C(=O)c2ccco2)C1c1cccs1 (stereo not given),1.1
Cn1ccnc1SCC(=O)Nc1ccc(F)cc1,-1.8
Cc1cc(-c2ccco2)c(C#N)c(SCC(=O)C(F)(F)F)n1,1
COc1c(C)c2c(c(O)c1C/C=C(\C)CCC(=O)O)C(=O)OC2,-1.5
CC1=CC(=O)C(C(C)C)=C/C1=C(/c1cc(C(C)C)c(O)cc1C)c1ccccc1S(=O)(=O)O,i
CC1CC[C@H](C(C)C)C(O)C1 (stereo not given in full),-1.4
O=C1Nc2ccccc2C1=Nc1ccc(SC(F)F)cc1,+
O=C(O)Cn1cc(I)c(=O)c(I)c1,-2.5
O=C1c2ccccc2C(=O)N1CCN1CCNCC1,-1.3
OC(COc1ccccc1)CN1CCCCCC1 (stereo not given),-2.4
CC(C)(C)c1[nH]nc2c1C(c1cccnc1)C(C#N)=C(N)O2 (stereo not given),1.6
COc1ccc(Oc2coc3cc(O)ccc3c2=O)cc1,-2.7
O=[N+]([O-])c1ccc(-c2nc(-c3cccnc3)no2)cc1,-1.3
O=C(Nc1ccc([N+](=O)[O-])c(NCc2ccco2)c1)NC12CC3CC(CC(C3)C1)C2,-1.1
N#Cc1c(C(F)(F)F)cc(-c2ccccc2)[nH]c1=S,-1.6
C(=Nc1ccc(N2CCOCC2)cc1)c1ccco1,1.4

# Laid out differently: entries from further up
Structure	telomere uncapping
O=C(O)Cn1cc(I)c(=O)c(I)c1	-2.5
O=C1c2ccccc2C(=O)N1CCN1CCNCC1	-1.3
OC(COc1ccccc1)CN1CCCCCC1 (stereo not given)	-2.4
CC(C)(C)c1[nH]nc2c1C(c1cccnc1)C(C#N)=C(N)O2 (stereo not given)	1.6
COc1ccc(Oc2coc3cc(O)ccc3c2=O)cc1	-2.7
O=[N+]([O-])c1ccc(-c2nc(-c3cccnc3)no2)cc1	-1.3
O=C(Nc1ccc([N+](=O)[O-])c(NCc2ccco2)c1)NC12CC3CC(CC(C3)C1)C2	-1.1
N#Cc1c(C(F)(F)F)cc(-c2ccccc2)[nH]c1=S	-1.6

# (listing goes on)
SMILES,telomere uncapping
Clc1cccc(Cl)c1CSc1nc(-c2ccccc2)cs1,1
C/C(=N\NC(N)=S)c1ccc(CC(C)C)cc1,-2.1
O=[N+]([O-])c1ccn(CCl)n1,-1.3
N#CC1=C(N)C(C#N)(C#N)C(c2cc(Br)cs2)C2CCCC=C12 (stereo not given),1.4
S=c1sc2c(Cl)ncnc2n1-c1ccccc1,-3
COc1ccc(OC)c(/C=C2\Sc3ccccc3C2=O)c1,1.1
COc1ccc(NS(=O)(=O)c2ccc3c(c2)Cc2ccccc2-3)cn1,-1.8
CC[N+](C)(CC)C/C=C1/COCO1,-1.7
Cc1nc(/C=C(/N)C#N)cn1-c1ccccc1,2.1
CC(=O)c1sc2nc(=O)c(C)nn2c1C,-1.1
N#Cc1c(N)nc2c(c1-c1cccc(Br)c1)CCCCCC2,-1
Cc1ccc(C=C2C(=O)c3ccccc3C2=O)o1,-1.4
COc1ccc(C(O)c2nccn2C)cc1OC (stereo not given),-1.6
C[C@]12CCC(=O)C=C1CC[C@@H]1[C@@H]2[C@@H](O)C[C@@]2(C)[C@H]1CC[C@]2(O)C(=O)CO,-1.5
Cc1ccc(C(C2C(=O)CC(C)(C)CC2=O)C2C(=O)CC(C)(C)CC2=O)s1,1.2
CCn1c(N)nc2ccccc21,-1.1
O=[N+]([O-])c1ccc(N2CCN(S(=O)(=O)c3ccc4ccccc4c3)CC2)cc1N1CCCC1,-1.4
CCOC(=O)c1c(NC(C)=O)sc2c1CCCC2,-1
c1ccc2c(c1)-c1ccccc1C2Sc1nc2ccccc2s1,-1.1
C=CCn1c(-c2ccccc2Cl)n[nH]c1=S,1.3

# Reprinted from the part before: six compounds; new compounds follow.
SMILES,telomere uncapping
Cc1ccc(C(C2C(=O)CC(C)(C)CC2=O)C2C(=O)CC(C)(C)CC2=O)s1,1.2
CCn1c(N)nc2ccccc21,-1.1
O=[N+]([O-])c1ccc(N2CCN(S(=O)(=O)c3ccc4ccccc4c3)CC2)cc1N1CCCC1,-1.4
CCOC(=O)c1c(NC(C)=O)sc2c1CCCC2,-1
c1ccc2c(c1)-c1ccccc1C2Sc1nc2ccccc2s1,-1.1
C=CCn1c(-c2ccccc2Cl)n[nH]c1=S,1.3
O=C1NC(=S)N/C1=C/c1cc(Br)c(Sc2ccc(Cl)cc2)o1,-1.4
O=C(O)CCC(=O)Nc1nccs1,-1
CC(C)(C)c1cc(Cc2cc(C(C)(C)C)c(O)c(C(C)(C)C)c2)c(O)c(Cc2cc(C(C)(C)C)c(O)c(C(C)(C)C)c2)c1,-1.7
O=C1N(CN2CCN(c3ccccc3)CC2)c2ccccc2C12OCCCO2,-3.9
CSc1ccc(C=Nc2ccc(S(=O)(=O)N3CCOCC3)cc2)cc1,-1.1
O=C1C(Cl)=C(Cl)C(=O)N1c1cc(Cl)ccc1Cl,-1.1
C(=C\c1ccccc1)/CSc1nnc(SCc2ccccc2)s1,-1
c1ccc(-c2nc3ccccc3o2)cc1,1
O=[N+]([O-])c1ccc(Cl)cc1N1CCOCC1,1.5
N#CC(C#N)=Cc1ccc(-c2cccc(C(F)(F)F)c2)o1,2.6*
CC[C@]12CCCN3CCc4c(n(c5ccccc45)C(=O)C1)C32 (stereo not given in full),-2
NC1(CN2CCCCC2)CCCCC1,-1.3
CCCNS(=O)(=O)c1cc(Cl)ccc1Cl,-2.1
O=C(CSc1nc2ccccc2o1)n1c2ccccc2c2ccccc21,-1.2
c1ccc2cc(NCSCc3nc4ccccc4c4ccccc34)ccc2c1,-1.5
Cc1ccc(-c2nnnn2C(C#N)=P(c2ccccc2)(c2ccccc2)c2ccccc2)cc1,2.8*
CC12CCC(=O)C=C1CCC1C2CCC2(C)C1CC[C@@]21OCOC12COCO2 (stereo not given in full),3.2*
O=C1C=CC(=C(c2ccc(O)c(O)c2)c2ccccc2S(=O)(=O)O)C=C1O,1
Cc1cc(C)c(Cc2c(C)c(/C=N/O)c(C)c(Cc3c(C)cc(C)c(/C=N/O)c3C)c2C)c(C)c1/C=N/O,-7.7
Cc1ccc(/C=C/c2nnc(-c3ccccc3C)o2)cc1,2.2
COc1cc(OC)cc(C2C(C#N)=C(N)Nc3oc(C)nc32)c1 (stereo not given),1.9
O=Cc1ccc(Sc2ccccc2)c([N+](=O)[O-])c1,-1
C#CCOc1c(Br)cc(/C=C2/SC(=S)NC2=O)cc1OC,-1.9
O=C1Nc2ccccc2C1=Nc1cccc(Cl)c1,i
CC(=O)N=Nc1c(O)[nH]c2ccccc12,i
CCOC(=O)C1=C(C)OC(N)=C(C#N)C1c1cccs1 (stereo not given),2.1
CCc1cc2cc(C(=O)O)sc2s1,-1.6
O=C(O)Cn1cc(/C=c2/sc3nc4ccccc4n3c2=O)c2ccccc21,-1.5
O=C(Nc1cccnc1)C1CC(=O)N(c2ccc(F)cc2)C1 (stereo not given),-1.5
CCOC(=O)C1CCN(C(=O)CC(C)C)CC1,-1.6
O=[N+]([O-])c1ccc(N2CCCCC2)cc1N1CCOCC1,-1.3
S=C(NC1c2ccccc2Oc2ccccc21)c1ccccc1,-1.3
CS(=O)(=O)N1CCc2cc(S(=O)(=O)Nc3ccc4oc5c(c4c3)CCCC5)ccc21,-1.3
CC(=O)Nn1c(=S)[nH]c2ccccc2c1=O,-1.2
CC(=O)OC1CCC2(C)C(=CCC3C2CCC2(C)C(C(C)O)CCC32)C1 (stereo not given),3.2*
CC1=C(C(=O)OC2CCCCC2)C(c2ccncc2)C2=C(CC(C)(C)CC2=O)N1 (stereo not given),-1.5
CCOP(=O)(OCC)C(C)(C)C/C(C)=N/Nc1ccc([N+](=O)[O-])cc1[N+](=O)[O-],-1.6
O=C1ON=C(c2ccc(Br)cc2)/C1=C/C=C/c1ccccc1,-2.2
O=S(=O)(c1ccc2ccccc2c1)N1CCc2ccccc21,1
Cc1cc(C)c(S(=O)(=O)N(CC#N)CC#N)c(C)c1,-1.8
CCOC(=O)/C(C#N)=C/c1cc(C)sc1C,-2.2
CCN(C(=O)c1sc(NC(=O)c2cccs2)c(C#N)c1C)C1CCCCC1,-1
CCCCc1sc(/C=C(/C#N)C(N)=S)cc1[N+](=O)[O-],1.2
O=[N+]([O-])c1ccc(Cl)c(N2CCCC2)c1,2
CC(C)(C)c1cc(C(C)(C)C)c(O)c(C(C)(C)C)c1,-1
Nc1ccc2oc(-c3cccc4ccccc34)nc2c1,2
COc1ccc(NCn2nnc3ccccc32)c(OC)c1,-2.3
O=C(NCCCO)C(=O)NCc1ccco1,-1.3
COC(=O)C1=C(C)NC2=C(C(=O)CC(c3cccs3)C2)C1c1cccs1 (stereo not given),-1.6
CCOC(=O)/C(C#N)=C/c1cc(CSc2nnnn2C)cs1,1.1

# More entries follow.
SMILES,telomere uncapping
COc1ccccc1OCCn1c(SC(C)C)nc2ccccc21,-1.6
CCCCNC(=O)OCCSC(=S)NC(C)(C)C,1.3
Cc1ccsc1/C=C(\C#N)C(=O)NCCN1CCCCC1,-3.2
CC(=O)/C=C1\Sc2ccccc2N1C,-1.1
CC1=C(C(=O)OCCOc2ccccc2)Sc2ccccc2N1,-2
Cc1cc(C(=O)O)c(S(C)(=O)=O)s1,1
O=C1ON=C(c2cccs2)/C1=C/C(Br)=C/c1ccccc1,-2.1
N#CC(C#N)=CNc1cc(F)ccc1F,1
O=C(NCCN1CCOCC1)C(=O)NCCN1CCOCC1,1
C=CC[C@H]1CC=C[C@H](CC=C)N1C(C)=O,-1.1
C(#Cc1ccc2sc3ccccc3c2c1)c1ccccc1,-1.2
S=c1n(CN2CCOCC2)nnn1-c1ccccc1,4.2*
C=CCNc1nc2ccccn2c(=O)c1/C=C1\SC(=S)N(CC2CCCO2)C1=O (stereo not given),-1.7
O=c1c2ccccc2c2nc3c(c(-c4ccccc4)c12)c(=O)c1ccccc13,-1.1
O=C1COc2ccc(S(=O)(=O)NCC3CC4CCC3C4)cc2N1 (stereo not given),-2.2
CCOC(=O)c1[nH]c(C)c(CC(C)C)c1C,-1.3
O=C1C[C@@H]2[C@@H](CO)[C@H](O)C[C@@H]2O1,1.1
O=C1CC(c2ccccc2)CC2=C1C(c1ccc(F)c(F)c1)Nc1ccccc1N2 (stereo not given),-1.2
N#Cc1ccc(/C=C/C(=O)SC2CCCCC2)cc1,-1.2
CC1CC2=C(C(=O)O1)C(c1cccs1)C(C#N)=C(N)O2 (stereo not given),2.6*
Cn1c(=S)n(CN2CCC3(CC2)OCCO3)c2ccccc21,-1.7
CN(C)S(=O)(=O)N1CCCCC1,-1.9
Cc1ccsc1C1C(C#N)=C(N)OC2=C1CCCC2=O (stereo not given),1.6
S=C(NNC(=S)Nc1ccccc1)Nc1ccccc1,4.1*
O=C(O)c1cc(=O)c2cc(Br)ccc2o1,1.8
Cc1ccc(S(=O)(=O)Nc2nc(C)cc(C)n2)cc1,-3.1
O=C(COc1ccc(Br)cc1)NCC1CCCO1 (stereo not given),-1.5
Cc1ccc(C)c(-c2c(C#N)c(N)nc3c2CCCCC3)c1,-1.2
O=[N+]([O-])c1ccccc1Nc1ccccc1,1.1
O=c1ccn(C2OC(COP(=O)(O)O)C(O)C2O)c(=O)[nH]1 (stereo not given),1.1
Cc1cc(C)c([N+](=O)[O-])c(C)c1-c1c(C#N)c(N)nc2c1CCCCC2,-2
CN1CC=C2C(C#N)=C(N)C(C#N)(C#N)C(c3ccc(F)cc3)[C@H]2C1 (stereo not given in full),-37
Cc1ccc(N=Nc2ccccc2)c(N)n1,3.2*
O=c1c2c([nH]c3nc4ccccc4n13)CCCC2,-2.3
CCNC(=S)Nc1ccc(F)cc1,-2.1
CN1CCC2(CC1)C(C#N)=C(N)Oc1n[nH]c(-c3ccccc3)c12,3.6*
CCN1C(=O)/C(=C/c2c(N3CCCC3)nc3c(C)cccn3c2=O)SC1=S,-1.9
O=C(O)c1ccc2nccnc2c1,-1.1
O=[N+]([O-])c1ccc([C@@H]2Nc3c(F)cccc3[C@@H]3C=CC[C@@H]32)cc1,-2.9
Cc1cc(C)c(S(=O)(=O)n2cnc([N+](=O)[O-])n2)c(C)c1,-1.3
COC(=O)CCC(C)C1CCC2C3C(C[C@H](O)C12C)C1(C)CC[C@@H](O)CC1C[C@H]3O (stereo not given in full),4.3*
Cc1ccc2oc(=O)c(-c3ccc(Cl)cc3)c(C)c2c1,-1.1

# Source: PubChem BioAssay (University of Glasgow)

# Some of the compounds tested. The share of hits here may be higher or lower than overall.
